p97 inhibitor: blocks human p97 ATPase activity. P55072. inhibition, % at 8 µM. 220,000 tested, 0.42% active. recombinant p97 ATPase, Kinase-Glo ATP luminescence, 3 h; in the data active = inhibition above about 15%;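 also: 0% = DMSO vehicle and 100% = wells lacking enzyme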
EP2 antag: blocks the human prostaglandin E2 receptor EP2; P43116; C6 glioma cells expressing human EP2, cAMP TR-FRET; cells stimulated with saturating PGE2; inhibition, % at 25 µM; 260,000 tested, 0.52% active; AID 1422;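 active = percent inhibition above 40 after rounding to a whole number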;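 also: rat C6 glioma host cells with rolipram phosphodiesterase inhibitor present; the protocol text gives 20 µM as final concentration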
Target sequence (P43116 whole entry, looked up): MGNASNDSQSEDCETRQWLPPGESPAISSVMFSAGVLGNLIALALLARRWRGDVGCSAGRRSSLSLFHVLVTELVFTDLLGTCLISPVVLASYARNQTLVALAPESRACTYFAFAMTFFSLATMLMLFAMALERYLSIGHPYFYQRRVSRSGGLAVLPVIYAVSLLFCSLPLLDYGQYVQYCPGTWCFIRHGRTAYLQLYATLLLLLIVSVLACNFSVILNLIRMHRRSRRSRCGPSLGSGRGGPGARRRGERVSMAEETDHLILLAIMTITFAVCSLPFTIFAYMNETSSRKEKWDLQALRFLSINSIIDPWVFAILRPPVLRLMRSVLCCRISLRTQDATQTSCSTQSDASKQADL
RBBP9 inhibitor: human RBBP9 hydrolase inhibition; 220,000 tested, 0.2% active; AID 1515; inhibition, % at 7.94 µM; recombinant RBBP9, FP-Rh probe fluorescence polarization; O75884;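 active = inhibition above the campaign mean of all tested compounds plus 3 SD, cut at about 14% in these data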;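 also: plate controls were DMSO wells with RBBP9 for no effect and wells lacking RBBP9 protein for full effect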
Target sequence (O75884 whole entry, looked up): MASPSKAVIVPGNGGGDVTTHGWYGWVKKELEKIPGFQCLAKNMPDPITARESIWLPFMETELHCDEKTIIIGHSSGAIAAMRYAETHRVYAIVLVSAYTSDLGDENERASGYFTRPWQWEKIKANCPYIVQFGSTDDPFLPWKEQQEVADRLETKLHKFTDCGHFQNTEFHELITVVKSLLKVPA
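Material: RBBP9 protein. Amount: RBBP9 at 2.5 µM in dispensed solution, before mixing. Schedule: 30 min then 45 min, 25 °C. Medium: Tris buffer pH 8.0, NaCl, Pluronic. Measured by: fluorescence polarization. Measure: percent inhibition from mP, scaled between DMSO and no-protein wells. Replication: one well per compound.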
NCF1 inh: p47phox (human) inhibition | P14598 | p47phox/p22phox peptide binding, fluorescence polarization, 2 h | inhibition, % at 24.7 µM | 220,000 tested, 0.53% active | AID 1274;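 active = inhibition above about 30%, limit read from the data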;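 also: 0% = p47phox with labelled peptide and 100% = labelled peptide alone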
Target sequence (P14598 whole entry, looked up): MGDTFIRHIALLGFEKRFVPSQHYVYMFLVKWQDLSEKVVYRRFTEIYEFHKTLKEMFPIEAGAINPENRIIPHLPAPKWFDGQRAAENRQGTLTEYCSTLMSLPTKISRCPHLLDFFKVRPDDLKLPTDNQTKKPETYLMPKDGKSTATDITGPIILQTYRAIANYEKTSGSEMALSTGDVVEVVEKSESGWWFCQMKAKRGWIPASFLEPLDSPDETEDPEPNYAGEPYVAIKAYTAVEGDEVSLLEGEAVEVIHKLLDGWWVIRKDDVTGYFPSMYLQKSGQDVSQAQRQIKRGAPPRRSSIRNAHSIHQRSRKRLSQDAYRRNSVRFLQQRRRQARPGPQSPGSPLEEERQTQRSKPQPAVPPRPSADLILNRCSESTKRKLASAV
Furin inh: human furin inhibition. P09958. purified furin, fluorogenic substrate cleavage. inhibition, % at 30 µM. 220,000 tested, 0.061% active. AID 463115; in the data active = inhibition above about 25%; also: inactives centre near -15
PPC-1+TRAIL kill: kills PPC-1 cancer cells in the presence of TRAIL; PPC-1 cells + TRAIL, ATPLite viability luminescence; cell killing (% activity), % at 4 µM; 220,000 tested, 0.41% active; AID 1443;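 active = cell killing above 50% in the first pass at 4 µM, then a duplicate retest at 5 µM averaging 50% or more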;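 also: plate controls were cells with TRAIL plus DMSO for no effect and medium-only wells lacking cells for full effect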
Ba/F3 V617F tox: loss of viability in JAK2V617F-driven Ba/F3 cells. 220,000 tested, 1.1% active. inhibition, % at 5.6 µM. Ba/F3 EpoR-JAK2V617F viability, ATP luminescence;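 active = inhibition above the campaign mean plus 3 SD over all tested compounds, cut at about 24% in these data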;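 also: cytokine-independent growth of Ba/F3 cells driven by EpoR plus mutant JAK2; 0% = DMSO-treated cells and 100% = JAK inhibitor I control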
Tb hexokinase: blocks Trypanosoma brucei hexokinase 1 activity | 220,000 tested, 0.11% active | AID 1430 | recombinant TbHK1, G6PDH-coupled NADH A340 | inhibition, % at 10 µM;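 active = inhibition of 50% or more in the single-dose primary screen; inactive = inhibition below 50%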
BaF3 tox: parental Ba/F3 viability inhibition as JAK2V617F counter-screen. CellTiter-Glo ATP luminescence. inhibition, % at 5.6 µM. 220,000 tested, 1.1% active. AID 1486;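 active = inhibition above a per-campaign cutoff, the mean inhibition of all tested compounds plus 3 SD, cut at about 27% in these data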;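 also: 0% = DMSO wells and 100% = JAK Inhibitor I control wells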
Starred values were filed as active, the others as inactive; · = not tested or not shown; & = joins results of further samples; [ ] = dose if it differs, or a comment. Only part of the results is shown, so the mix of outcomes need not match the whole.

SMILES	p97 inhibitor	EP2 antag	RBBP9 inhibitor	NCF1 inh	Furin inh	PPC-1+TRAIL kill	Ba/F3 V617F tox	Tb hexokinase	BaF3 tox
Cc1cccc(-n2c(SCC(=O)NCc3ccco3)nc3ccccc3c2=O)c1	0	8	-4	-15	-23	-5	-1	-8	0
O=C(CSc1ccc2ccccc2c1)NCc1cccs1	4	8	-3	-5	-10	2	-1	7	7
COc1ccc(S(=O)(=O)Cc2ccc(C(=O)NCc3cccs3)o2)cc1	-6	10	-5	-5	-13	11	0	-1	9
Cc1ccc(CNc2ccc3c(c2)OCO3)c(C)c1	0	11	-2	0	-1[20 µM]	-14	-4	10	2
CCCS(=O)(=O)N1CCC(C(=O)NCCN(CC)c2ccccc2)CC1	-1	13	-4	-12	-10	1	0	-5	0
CCOc1ccccc1N(CC(=O)Nc1ccccc1C(=O)OC)S(C)(=O)=O	3	0	0	-29	-30	2	1	4	8
C/C(=C\C(=O)c1ccc(C)o1)Nc1ccc(C(=O)O)cc1C	3	14	4	-17	-13[20 µM]	11	0	-3	7
CCOc1cc(/C=N/N=C2/NC(=O)C(CC(=O)O)S2)ccc1OCc1ccc(Cl)cc1 (stereo unspecified)	-1	8	-3	-11	-15	7	-3	-18	4
O=C(CCN1CCCCC1)c1ccc2c(c1)OCO2	3	18	-3	-2	-22[20 µM]	18	-3	0	8
Nc1cc(=O)[nH]c(=O)n1-c1cccc(F)c1	6	12	-3	6	-16	-5	-4	1	-1
O=C(Nc1nc2c(s1)CN(Cc1ccccc1)CC2)c1cccc(S(=O)(=O)N2CCc3ccccc32)c1	1	15	-20	-165	-11[20 µM]	2	3	-3	2
CN=C1SC(CC(=O)Nc2ccc(C(=O)O)cc2)C(=O)N1C (stereo unspecified)	4	1	-4	-3	-19[20 µM]	12	-6	-3	0
CCn1c(SCC(=O)c2ccc(NC(C)=O)c(OC)c2)nnc1-c1ccc(NS(C)(=O)=O)cc1	5	3	0	8	-3	13	0	29	3
CC(C)c1ccc(NC(=O)COC(=O)COc2ccccc2)cc1	3	6	-6	-1	-11	17	-2	-2	2
O=C(NC(=S)Nc1nc(-c2cccc([N+](=O)[O-])c2)cs1)c1cc(Cl)ccc1Cl	6	16	3	3	-30	3	-4	9	9
COCc1ccc([C@@H]2C[C@H]3CN(Cc4cccnc4)C(=O)[C@]34CCCN24)o1	-1	8	-6	-13	-14	1	-2	0	-4
COc1cc(C)c(CNc2cccc(C)c2)cc1C	3	7	5	-2	-24[20 µM]	-19	-3	-3	2
O=C(c1cccc(N2C(=O)C3C4C=CC(C4)C3C2=O)c1)N1CCCCCC1 (stereo unspecified)	-1	8	0	3	-11[20 µM]	-2	-2	-4	2
CCCCCCCCCCCCCCCC[n+]1ccc(C(N)=O)cc1	-2	13	-1	101*	2	50	8	64*	12
CCOc1ccc2cc(S(=O)(=O)N3CCOCC3)ccc2c1	-4	10	-3	3	-19[20 µM]	18	1	2	6
COc1ccc(-n2cnc3cc(NCc4cccs4)ccc32)cc1	4	·	-4	-11	-20	4	-2	3	1
CCSc1nnc(NC(=O)CSc2nc3c(c(=O)n2CCOC)SC(C)C3)s1 (stereo unspecified)	·	12	·	-5	-29	9	·	-32	·
CCN(CC)c1ccc(CNc2nc3ccccc3n2C(C)C)cc1	-7	6	-6	-9	-22	1	-3	0	-1
CCCNC(=O)N1CCN(Cc2ccco2)CC1	5	2	0	-5	-16	-10	-3	-5	0
Cc1ccccc1C(=O)NN1C(=O)CSC1=S	4	10	-6	-43	-23	-8	-3	18	2
CCN1CCCC1CN(Cc1cc2ccc(C)cc2[nH]c1=O)C(=S)Nc1ccc(OC)cc1OC (stereo unspecified)	5	3	0	-19	-17	-6	-1	-10	10
N#Cc1c(-c2cccs2)nc(SCC(=O)c2ccc(Br)cc2)[nH]c1=O	-8	17	-22	-87	6	-4	4	-7	0
Cc1ccccc1NC(=O)C12CC3CCC1(C)C3(C)CO2 (stereo unspecified)	-1	8	-3	-6	-24	23	-3	-2	1
CC1CCN(C(=O)Cn2c(=O)n(-c3ccc(F)cc3)c(=O)c3sccc32)CC1	7	12	0	-4	-34	-2	1	-3	4
O=C(NN1C(=O)C2C(C1=O)C1C=CC2C12CC2)c1ccc(Cl)cc1 (stereo unspecified)	-7	13	1	0	-8	13	3	0	-5

Structural class, those above containing a Cl atom
SMILES	p97 inhibitor	EP2 antag	RBBP9 inhibitor	NCF1 inh	Furin inh	PPC-1+TRAIL kill	Ba/F3 V617F tox	Tb hexokinase	BaF3 tox
CCOc1cc(/C=N/N=C2/NC(=O)C(CC(=O)O)S2)ccc1OCc1ccc(Cl)cc1 (stereo unspecified)	-1	8	-3	-11	-15	7	-3	-18	4
O=C(NC(=S)Nc1nc(-c2cccc([N+](=O)[O-])c2)cs1)c1cc(Cl)ccc1Cl	6	16	3	3	-30	3	-4	9	9
O=C(NN1C(=O)C2C(C1=O)C1C=CC2C12CC2)c1ccc(Cl)cc1 (stereo unspecified)	-7	13	1	0	-8	13	3	0	-5

Next part.
SMILES	p97 inhibitor	EP2 antag	RBBP9 inhibitor	NCF1 inh	Furin inh	PPC-1+TRAIL kill	Ba/F3 V617F tox	Tb hexokinase	BaF3 tox
O=S(=O)(CCOc1ccccc1)c1nc2ccccc2[nH]1	4	4	-2	-7	-8[20 µM]	8	2	6	8
O=C(O)c1cn[nH]c1-c1cccc([N+](=O)[O-])c1	6	3	3	-8	-26	-1	-2	-3	10
CCCC(=O)Nc1nn(CCC)c2nc3ccccc3cc12	-1	8	-9	-11	-15	15	4	3	8
O=C(C1=NN[C@@H]2C(=O)N(c3cccc(F)c3)C(=O)[C@H]12)c1cnccn1	-3	9	-5	-12	-14	-4	6	-8	3
C=CCSc1nnc2n(-c3ccccc3OC)c(=O)c3c4c(sc3n12)CCC4	1	12	-6	2	-16	19	3	-6	9
CCn1c(SCC(=O)Nc2ccccc2)nc2c1c(=O)n(C)c(=O)n2C	5	5	-6	1	10[20 µM]	-14	-1	2	5
COC(=O)c1cc2ccsc2n1Cc1ccccc1F	4	11	-6	-16	-32	11	1	-5	2
COC(=O)c1sc(NC(=O)c2ccco2)nc1C	2	24	7	-4	-21	2	0	-19	2
COc1ccc(N2C(=O)CCC(C(=O)c3ccccc3)=C2C)cc1	-1	6	-1	11	-20	2	1	-17	2
Cc1cc(=O)[nH]c(SCC(=O)Nc2nnc(CC(C)C)s2)n1	8	12	-8	-4	-7[20 µM]	8	0	-1	8
CCn1cc(C(=O)OCc2ccc(F)cc2)c(=O)c2ccc(C)nc21	-7	11	-8	13	-13[20 µM]	25	-3	-1	1
COc1ccc2c([N+](=O)[O-])c(Cl)[nH]c2c1	1	10	2	8	-23	29	0	-19	4
O=C(O)CC(c1cccc([N+](=O)[O-])c1)N1Cc2ccccc2C1=O (stereo unspecified)	0	-1	-4	3	-10	6	1	-2	3
CC(=O)Nc1ccc(NC(=O)COc2ccc(S(=O)(=O)NC(C)c3ccccc3)cc2)cc1 (stereo unspecified)	-4	2	-5	0	-15	15	1	1	4
Cc1c(NC(=S)N2CCN(c3ccc(F)cc3)CC2)c(=O)n(-c2ccccc2)n1C	2	5	-6	-15	-28	14	-1	3	6
O=S(=O)(NCCSCc1c(Cl)cccc1Cl)c1ccc2c(c1)OCCO2	2	4	-3	-7	-8	18	-3	15	5
CCOc1cc(NC(=O)c2cccs2)c(OCC)cc1NC(=O)c1cccnc1	-1	7&5	-4	2	-10	4	5	5	15
CN(C)CCSc1nc(-c2ccccc2)nc2c1CCC2	2	3	1	-11	-16	24	-2	7	3
CCOc1cc(CNc2ccc(S(N)(=O)=O)cc2)ccc1OCC(=O)NC(C)(C)C	0	2	8	-1	-13	10	2	-2	6
O=C(CSCc1ccc(Br)cc1)Nc1ccc(S(=O)(=O)N2CCOCC2)cc1	10	5	-7	-1	-20[20 µM]	-19	0	-2	-3

Another view of some results above:
Order of results: p97 inhibitor, EP2 antag, RBBP9 inhibitor, NCF1 inh, Furin inh, PPC-1+TRAIL kill, Ba/F3 V617F tox, Tb hexokinase, BaF3 tox
> CC(=O)Nc1ccc(NC(=O)COc2ccc(S(=O)(=O)NC(C)c3ccccc3)cc2)cc1 (stereo unspecified)
    -4, 2, -5, 0, -15, 15, 1, 1, 4
> Cc1c(NC(=S)N2CCN(c3ccc(F)cc3)CC2)c(=O)n(-c2ccccc2)n1C
    2, 5, -6, -15, -28, 14, -1, 3, 6
> O=S(=O)(NCCSCc1c(Cl)cccc1Cl)c1ccc2c(c1)OCCO2
    2, 4, -3, -7, -8, 18, -3, 15, 5
> CCOc1cc(NC(=O)c2cccs2)c(OCC)cc1NC(=O)c1cccnc1
    -1, 7&5, -4, 2, -10, 4, 5, 5, 15

(continued)
SMILES	p97 inhibitor	EP2 antag	RBBP9 inhibitor	NCF1 inh	Furin inh	PPC-1+TRAIL kill	Ba/F3 V617F tox	Tb hexokinase	BaF3 tox
Fc1ccc(CNC(=S)Nc2ccccc2Cl)cc1	1	11	-2	-5	-10	13	2	-2	6
CN1CCN(S(=O)(=O)c2ccc(NC(=O)c3cccs3)cc2)CC1	4	18	-5	-16	-7[20 µM]	3	-2	5	-1
COc1ccc(-c2nn(-c3ccccc3)cc2C(=O)NC(=S)NNC(=O)c2ccncc2)cc1	-1	5	-19	-9	8	13	5	6	4
Cc1nn(-c2ccccc2)c(N)c1N=Nc1ccc(Cl)cc1	0	6	0	5	-7	5	-1	-14	0
Cc1ccc(-n2nnnc2CN2CCCCC2)cc1	1	7	2	-16	-10	-2	-1	-1	2
C=CCn1c(N2CCCCCC2)nc2c1c(=O)[nH]c(=O)n2C	7	12	-4	5	18[20 µM]	0	-6	-3	1
Cc1cc(C)n(CC(=O)N/N=C/c2ccc(C)o2)n1	0	4	-8	-11	-24[20 µM]	-10	0	-6	6
Cc1cccc(N2CCN(C(=O)Cn3ccc4ccccc4c3=O)CC2)c1C	4	14	-2	-3	-28[20 µM]	6	0	-5	2
COc1ccc(CN2CCN(Cc3nc4ccccc4s3)CC2CCO)c(C)c1C (stereo unspecified)	-10	5	-8	1	-12	-3	3	-9	4
CCOC(=O)C1CCCN(c2c(NCCC(C)C)c(=O)c2=O)C1 (stereo unspecified)	4	6	4	-11	-14	-18	-4	4	-8

Assay outcomes as filed in PubChem.
